INS-1E GSIS act – GLuc luminescence reporter in INS-1E cells, primary screen for activators of glucose-dependent secretion of insulin. INS-1E GLuc reporter insulin secretion, 2-3 h. activation, % at 16.6 µM. actives 0.61% (n = 370,000). AID 743287;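 active means lowest replicate activation of at least 40%, so every replicate reaches that level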;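 further: 0% = median of neutral control wells and 100% = median of IBMX positive control wells; some compounds called inactive have numbers as strong as hits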
RAD54 branch – blocks human RAD54 Holliday junction branch migration; inhibition, % at 10.4 µM; actives 0.14% (n = 360,000); Q92698; FAM/BHQ fluorescence;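 active means mean normalized replicate activity at least 40 and at least half of replicates scoring 40 or more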;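 further: 0% = median of neutral control wells and 100% = median of positive control wells; inhibitors cause a drop in the FAM fluorescence signal; in these data hits start at about 50%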
Target sequence (Q92698 whole entry, looked up): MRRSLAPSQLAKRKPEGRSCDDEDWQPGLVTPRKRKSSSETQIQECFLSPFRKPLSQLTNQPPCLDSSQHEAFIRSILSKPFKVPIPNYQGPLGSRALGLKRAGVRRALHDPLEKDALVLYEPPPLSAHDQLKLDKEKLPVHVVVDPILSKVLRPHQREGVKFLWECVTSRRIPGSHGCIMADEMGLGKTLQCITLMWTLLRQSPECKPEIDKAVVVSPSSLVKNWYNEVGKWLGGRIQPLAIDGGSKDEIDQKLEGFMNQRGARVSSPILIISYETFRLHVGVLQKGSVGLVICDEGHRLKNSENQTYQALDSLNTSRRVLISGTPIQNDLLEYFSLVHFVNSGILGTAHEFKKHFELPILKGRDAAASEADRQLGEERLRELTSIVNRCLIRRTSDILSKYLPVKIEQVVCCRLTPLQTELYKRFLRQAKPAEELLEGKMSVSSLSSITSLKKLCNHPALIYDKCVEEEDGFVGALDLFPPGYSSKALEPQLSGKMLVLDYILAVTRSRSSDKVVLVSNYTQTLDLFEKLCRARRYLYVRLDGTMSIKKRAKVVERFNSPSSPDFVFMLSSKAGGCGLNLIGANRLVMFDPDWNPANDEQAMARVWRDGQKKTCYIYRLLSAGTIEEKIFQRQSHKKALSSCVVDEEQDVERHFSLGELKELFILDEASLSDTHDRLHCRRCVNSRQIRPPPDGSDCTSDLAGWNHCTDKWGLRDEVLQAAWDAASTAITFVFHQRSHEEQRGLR
An asterisk follows results filed as active. Only part of the results is shown, so the mix of outcomes need not match the whole.

SMILES | INS-1E GSIS act | RAD54 branch
COc1ccc(C2C(=O)N(CCc3ccccc3)CC(=O)N2C2CCCCC2)cc1 (configuration not stated) | -11 | 6
C=CCC1c2cccc(C(=O)O)c2C(=O)N1c1ccc(F)cc1 (configuration not stated) | 7 | 0
COc1cccc(OCC(O)CN2CCOCC2)c1 (configuration not stated) | 16 | 0
NC(=O)C1(N2CCCCC2)CCN(C(=O)c2ccc(C#Cc3ccccc3)o2)CC1 | -10 | -7
Cc1ccc(-n2c3c(c(=O)[nH]c2=O)C(NS(=O)(=O)c2ccc(C)cc2)(C(F)(F)F)C(=O)N3)cc1 (configuration not stated) | 18 | 2
CCOC(=O)N1CCN(CC(=O)c2c(C)[nH]c3ccccc23)CC1 | -12 | -13
Cc1cccc(N2CCN(C(=O)Cc3c(C(=O)O)[nH]c4ccc(Cl)cc34)CC2)c1C | -5 | 3
O=C(Nc1nnc(-c2ccccc2Cl)o1)c1ccco1 | 26 | 4
CCCCn1c(-c2csc3ccccc23)n[nH]c1=S | 26 | 3
O=c1c2c(nc3c(-c4cccc5ccccc45)c[nH]n13)CCC2 | -6 | -4
CC(=O)Nc1ccc(N2C(C(C)=O)=NN(c3ccccc3)C2c2cccs2)cc1 (configuration not stated) | 13 | -5
O=S(=O)(Cc1cc(-c2ccc(Cl)cc2)no1)c1ccccc1 | 15 | 2
CC(C)C(=O)Nc1cccc(C(=O)Nc2ccc3c(c2)OCO3)c1 | -1 | -13
CN(C)CCn1c(=O)n(Cc2ccco2)c(=O)c2c3c(sc21)CCCCC3 | -11 | 13
O=C(O)c1ccccc1C(=O)NCc1ccc(F)cc1 | 8 | 2
Cc1cc(NC(=O)CCn2c(=O)sc3ccccc32)no1 | 14 | -3
Cn1ccc(C(=O)N2CCCc3ccccc32)n1 | 9 | -3
COCCNC(=O)C(c1ccc(F)cc1)N(Cc1ccco1)C(=O)CCC(=O)Nc1nccs1 (configuration not stated) | 6 | -6
Cc1ccc(S(=O)(=O)Nc2ccc(C(OC(=O)c3ccccc3[N+](=O)[O-])(C(F)(F)F)C(F)(F)F)cc2)cc1 | 22 | 0
Cc1cccc(-n2c(CCc3ccccc3)nnc2SCC(=O)c2ccccc2)c1 | -1 | 0
CCn1c(SCC(=O)Nc2cc(OC)ccc2OC)nnc1C1CCCCC1 | 47 | 2
Cc1cc(C)c(NC(=O)c2ccccc2CCc2ccccc2)c(C)c1 | 25 | 4
CC(C)CC(NC(=O)c1ccccc1)C(=O)OCC(=O)Nc1ccc(Br)cn1 (configuration not stated) | 2 | -9
CCOC(=O)CSc1nc(N)c(C(=O)Nc2ccc(N(C)C)cc2)s1 | -20 | 11
Cc1n[nH]c(C)c1S(=O)(=O)NCCc1ccc(Cl)cc1 | 7 | 3
N#CCc1nc2n(n1)Cc1ccccc1-2 | 29 | 8
O=C(Nc1nccs1)c1ccc(COc2ccc(F)cc2)o1 | -4 | -4
Cc1ccc(CNc2nc(C)nc3sc4c(c23)CCC4)cc1 | -15 | 4
Cc1nc2ccccc2n1CC(=O)N/N=C\c1ccccn1 | -4 | -1
COc1ccc(CNC(=O)C2CC(c3cccc(OC)c3)=NO2)cc1 (configuration not stated) | 6 | -4
COCC(C)NCc1cccc(C)c1 (configuration not stated) | 0 | -3
CCN(CC(O)Cn1c2ccccc2c2ccccc21)S(=O)(=O)c1ccc(C)cc1 (configuration not stated) | -23 | -5
COc1ccc(C(c2nnnn2C2CCCC2)N2CCN(C3CCCC3)CC2)cc1OC (configuration not stated) | 8 | -6
CCC(C)[C@H](NC(=O)NC1CCCc2ccccc21)C(=O)O (some centres not stated) | -8 | 4
COc1cccc(OC)c1C(=O)Nc1ccc(CN2CCOCC2)cc1 | -5 | 7
O=C(NCc1ccccc1)c1c[nH]c2cc3c(cc2c1=O)OCCO3 | 18 | -6
O=C(O)C1CCN(C(=O)c2ccccc2Cl)CC1 | 13 | 6
C=CCOc1ccc(C2c3c(oc4ccccc4c3=O)C(=O)N2CCCN2CCOCC2)cc1 (configuration not stated) | -17 | -3
O=C(Nc1c2c(nn1-c1ccc(F)cc1)CS(=O)(=O)C2)C12CC3CC(CC(C3)C1)C2 | 14 | 5
O=C(Nc1cccc(N2CCCC2)c1)c1cccs1 | 2 | -6
COc1cc(OC)cc(C(=O)Nc2cc(NC(=O)c3ccco3)ccc2OC)c1 | 9 | 14
O=C(c1ccccc1)N1CCN(C2CCCCCC2)CC1 | 25 | -5
CC(=O)c1ccc(S(=O)(=O)N2CCCC2)cc1 | 25 | -4
CC(=O)c1nc2ccccc2n1S(=O)(=O)c1ccc(C)cc1 | 1 | -2
O=c1oc(-c2ccccc2NS(=O)(=O)c2ccccc2)nc2ccccc12 | -5 | -2
O=C(Nc1cccc2c1C(=O)NC2=O)c1ccc(S(=O)(=O)N2CCCC2)cc1 | 5 | -8
Cc1cc(Nc2ccc3ccccc3c2)n2ncnc2n1 | -10 | -4
Cc1ccc(Cn2c(-n3nc(C)cc3C)nc3c2c(=O)[nH]c(=O)n3C)cc1 | 39 | -1
O=C(CNC(=O)c1ccccc1)OC(C(=O)Nc1cc(C(F)(F)F)ccc1Cl)c1ccccc1 (configuration not stated) | -36 | -2
O=c1[nH]c(SCc2ccccc2Cl)nc2c1CCCC2 | 8 | -14
CCc1cc(-c2[nH]ncc2-c2ccc3c(c2)OCO3)c(O)cc1O | 3 | 12
Cn1c(CNc2nc3ccccc3n2CCN2CCCCC2)nc2ccccc21 | 7 | 1
Cn1c(Cl)c(/C=N/OC(=O)c2ccccc2Cl)c2ccccc21 | 3 | 5
COc1ccc(CNC(=O)c2csnn2)cc1 | 37 | -5
O=c1[nH]c(-c2ccccn2)nc2ccccc12 | 17 | 3
CN(C)c1ccc(CN(C)C2CCCCC2)cc1 | -4 | -2
O=C(C1CCN(Cc2ccccc2)CC1)N1CCCC1 | 9 | -10
Cc1cc(NC(=O)CN2C(=O)NC(Cc3ccccc3)C2=O)no1 (configuration not stated) | -7 | 1
CCC(=O)c1cc(F)c(N2CCN(S(=O)(=O)c3ccc(C)cc3)CC2)cc1C | -9 | 0
COc1ccc(Nc2nc(N)nc(CN3CCN(c4ccccn4)CC3)n2)cc1 | 1 | 7

Taken from above (17 entries):
SMILES | INS-1E GSIS act | RAD54 branch
CC(=O)c1nc2ccccc2n1S(=O)(=O)c1ccc(C)cc1 | 1 | -2
O=c1oc(-c2ccccc2NS(=O)(=O)c2ccccc2)nc2ccccc12 | -5 | -2
O=C(Nc1cccc2c1C(=O)NC2=O)c1ccc(S(=O)(=O)N2CCCC2)cc1 | 5 | -8
Cc1cc(Nc2ccc3ccccc3c2)n2ncnc2n1 | -10 | -4
Cc1ccc(Cn2c(-n3nc(C)cc3C)nc3c2c(=O)[nH]c(=O)n3C)cc1 | 39 | -1
O=C(CNC(=O)c1ccccc1)OC(C(=O)Nc1cc(C(F)(F)F)ccc1Cl)c1ccccc1 (configuration not stated) | -36 | -2
O=c1[nH]c(SCc2ccccc2Cl)nc2c1CCCC2 | 8 | -14
CCc1cc(-c2[nH]ncc2-c2ccc3c(c2)OCO3)c(O)cc1O | 3 | 12
Cn1c(CNc2nc3ccccc3n2CCN2CCCCC2)nc2ccccc21 | 7 | 1
Cn1c(Cl)c(/C=N/OC(=O)c2ccccc2Cl)c2ccccc21 | 3 | 5
COc1ccc(CNC(=O)c2csnn2)cc1 | 37 | -5
O=c1[nH]c(-c2ccccn2)nc2ccccc12 | 17 | 3
CN(C)c1ccc(CN(C)C2CCCCC2)cc1 | -4 | -2
O=C(C1CCN(Cc2ccccc2)CC1)N1CCCC1 | 9 | -10
Cc1cc(NC(=O)CN2C(=O)NC(Cc3ccccc3)C2=O)no1 (configuration not stated) | -7 | 1
CCC(=O)c1cc(F)c(N2CCN(S(=O)(=O)c3ccc(C)cc3)CC2)cc1C | -9 | 0
COc1ccc(Nc2nc(N)nc(CN3CCN(c4ccccn4)CC3)n2)cc1 | 1 | 7

Later entries:
SMILES | INS-1E GSIS act | RAD54 branch
O=C(NC1CCCCCCC1)c1c(O)c2ccccc2[nH]c1=O | 23 | -3
COc1ccc(NC(=S)N(Cc2ccc(N(C)C)cc2)Cc2ccco2)cc1 | -27 | -4
Cc1ccnc(NC(=O)c2ccc(N3C(=O)CCC3=O)cc2)c1 | 7 | -8
N#Cc1ccc(Oc2ccc(/C=N/O)cn2)cc1 | -28 | 3
O=C1CCCCC1C(Nc1ccc(Br)cc1)c1ccccc1 (configuration not stated) | -27 | 13
O=C(NC1CCCCC1)n1c(=O)oc2cc(S(=O)(=O)N3CCCCC3)ccc21 | 8 | 4
O=C1CCN(S(=O)(=O)c2ccccc2)N1 | 3 | -10
O=C(COc1ccccc1)Nc1ccc(-c2nnc(-c3ccco3)o2)cc1 | 16 | -2
COc1cccc(Nc2nc(N)nc(-c3oc4ccccc4c3C)n2)c1 | -15 | 14
Cc1ccc(OCC(O)CN2CCN(c3ccccc3)CC2)cc1 (configuration not stated) | -2 | 1
NC(=O)c1c(NC(=O)Cc2cccs2)sc2c1CCC2 | 19 | 0
COc1ccc(NC(=O)CCn2nc(C)cc2C)cc1 | 7 | -7
O=C(O)CCC(=O)NNC(=O)c1ccc(-c2ccccc2)cc1 | -7 | -11
CCOC(=O)c1cnc(SCC(=O)N2CCN(c3ccccc3)CC2)nc1N | 12 | 9
CC(C)OC(=O)c1cc2c(ccn2C)n1CC(=O)N1CCC(Cc2ccccc2)CC1 | -3 | 3
CCOC(=O)CNC(=O)CCNS(=O)(=O)c1ccc2c(c1)c(=O)n(C)c(=O)n2C | 30 | -6
Cc1cc(/C=N/NC(=O)c2ccc(CN3CCOCC3)cc2)c(C)n1-c1ccccc1 | -3 | 11
CC(=O)c1cccc(NC(=O)N2CCc3ccccc3C2)c1 | 5 | -4
N#Cc1ccc(COC(=O)Cn2nnc(-c3ccccc3)n2)cc1 | 3 | 8
C=CCNC(=O)c1ccccc1Cl | -2 | 9
NC(=O)C1CCN(C(=O)CN2C(=O)c3ccccc3S2(=O)=O)CC1 | -1 | -1
COc1ccc(-c2cc(C(=O)NCCCn3ccnc3)no2)cc1OC | -7 | 8
O=c1c2cnn(-c3ccccc3)c2ncn1Cc1cccnc1 | -2 | -4
CC(C)(C)NC(=O)c1ccncc1 | 17 | -2
O=C(CSc1nc2ccccc2n1S(=O)(=O)c1ccccc1)N1CCCCC1 | 3 | 11
Cc1cccc(NS(=O)(=O)c2ccc(Oc3ccccc3)cc2)n1 | -11 | -13
O=C1CN=C(Nc2ccccc2)N1Cc1cccs1 | 7 | -4
Cc1ccc(-c2nc3ccccc3[nH]2)s1 | 17 | 6
C/C(=N\NC(=O)c1ccccc1O)c1c(O)cc(C)oc1=O | 3 | 0
Cc1ccc(Cn2nnc3c(=O)[nH]c(C4CCN(S(=O)(=O)c5ccc(C)cc5)CC4)nc32)cc1 | -30 | -13

Profiles as entered above. Order of screens: INS-1E GSIS act, RAD54 branch
CCOC(=O)CNC(=O)CCNS(=O)(=O)c1ccc2c(c1)c(=O)n(C)c(=O)n2C across the screens: 30, -6
N#Cc1ccc(COC(=O)Cn2nnc(-c3ccccc3)n2)cc1 across the screens: 3, 8

Later entries:
SMILES | INS-1E GSIS act | RAD54 branch
O=C(CN(C(=O)CSc1nc2ccccc2o1)c1cccc(F)c1)NC1CCCCC1 | 4 | -1
CCC(CC)COC(=O)C(C#N)c1nc2ccccc2nc1N1CCN(CC)CC1 (configuration not stated) | -25 | 16
CN1CCN(C(=O)CN(Cc2ccc(Cl)cc2)S(C)(=O)=O)CC1 | 14 | 3
CC(O)/C=C/c1ccc2ccccc2n1 (configuration not stated) | -12 | -15
O=C(Cc1ccccc1)NCCCc1ccccc1 | 18 | -2
COc1ccc(OC)c(NC(=O)Nc2ccccc2C)c1 | 1 | -3
CCCCc1c(O)nc(SCC(=O)N2CCOCC2)[nH]c1=O | 18 | 8
COc1ccc(C(=O)Nc2cccc(C(=O)N3CCN(C)CC3)c2)cc1 | -10 | -2
N#Cc1nc(-c2cccs2)oc1NCc1ccccc1 | 18 | 7
COC(=O)c1cc(OC)c(OC)cc1NC(=S)N1CCC(C(N)=O)CC1 | 9 | -11
O=C(c1ccc(Cl)cc1)c1ccc(OCC(=O)N2CCOCC2)cc1 | -1 | -3
Cc1cc(C)nc(NC(=O)CSc2nc3ccccc3o2)n1 | 1 | -4
COCCn1c(C)cc(C(=O)CSc2cc(C)c3ccccc3n2)c1C | -10 | -1
COC(=O)c1cn[nH]c1NC(=S)Nc1ccc(C)cc1Cl | -22 | 2
COc1ccc(C2(O)CCN(C(=O)NC3CCCCC3)CC2)cc1 | 19 | 0
CC1C2CC(C(CN(C)C)/C2=N/O)C1(C)C (configuration not stated) | 3 | 8
Cn1c(=O)[nH]c(=O)c2c1nc1n2CCCS1 | 7 | 4
N#CC1=C(N)C(C#N)(C#N)C2(CCC3(CC2)OCCO3)C2CC3(CC=C12)OCCO3 (configuration not stated) | 2 | -7
Cc1cc2c(cc1C)CSC(c1c(O)ccc3ccccc13)SC2 | 185* | -1
CCCC(=O)c1cc(F)c(N2CCN(S(=O)(=O)c3ccccc3)CC2)cc1C | -27 | 2
S=C1COC(c2ccccc2)N1c1ccccc1 (configuration not stated) | 52 | -5
CCOc1ccccc1C1C(C(N)=O)=C(C)Nc2nc(-c3ccc(OC)cc3)nn21 (configuration not stated) | -8 | 2
Cc1cc(N(C)C)nc(SC(C)C)n1 | 23 | -3
CCOC(=O)c1cc2occc2n1CC(=O)N1CCOCC1 | 6 | -6
COc1ccc(/C=N/NC(=O)Cc2csc(Nc3cccc(C(F)(F)F)c3)n2)cc1C | 1 | 0
CCc1ccc(CNC(=O)C2CCC(=O)N2C2CCCCC2)cc1 (configuration not stated) | -4 | 3
CSc1ccc(S(=O)(=O)NCc2ccc(Cl)cc2)cc1 | -9 | 7
Cc1nnc(SCc2cccs2)[nH]c1=O | 5 | 7
CCN1C(=O)c2cccc3c(S(=O)(=O)Nc4ncccc4C)ccc1c23 | 12 | 2
O=C(NCCCN1CCCC1=O)c1cccnc1 | 2 | -1
Cc1cccc(C)c1NC(=O)C1CCCN(CCCc2ccccc2)C1 (configuration not stated) | 5 | 1
O=C(O)CSc1nnc(Cc2ccccc2)n1Cc1ccccc1 | 57* | -1
Cc1ccc(NC(=O)c2cc(S(=O)(=O)N3CCC4(CC3)OCCO4)ccc2F)cc1 | -19 | -9
